# OX1R antag-1: antagonists of human orexin 1 receptor (OX1R); 330,000 tested, 1.8% active; inhibition, % at 6.6 µM; Orexin/Hypocretin receptor type 1 (Homo sapiens), O43613; OX1R-expressing cells, FRET antagonist read-out; AID 485270, 2010; in the data active = inhibition mostly above about 38%, no sharp cut-off; inactive = mostly below about 40%;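 also: 0% = agonist challenge alone and 100% = reference antagonist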
# Target sequence (O43613 whole entry, looked up): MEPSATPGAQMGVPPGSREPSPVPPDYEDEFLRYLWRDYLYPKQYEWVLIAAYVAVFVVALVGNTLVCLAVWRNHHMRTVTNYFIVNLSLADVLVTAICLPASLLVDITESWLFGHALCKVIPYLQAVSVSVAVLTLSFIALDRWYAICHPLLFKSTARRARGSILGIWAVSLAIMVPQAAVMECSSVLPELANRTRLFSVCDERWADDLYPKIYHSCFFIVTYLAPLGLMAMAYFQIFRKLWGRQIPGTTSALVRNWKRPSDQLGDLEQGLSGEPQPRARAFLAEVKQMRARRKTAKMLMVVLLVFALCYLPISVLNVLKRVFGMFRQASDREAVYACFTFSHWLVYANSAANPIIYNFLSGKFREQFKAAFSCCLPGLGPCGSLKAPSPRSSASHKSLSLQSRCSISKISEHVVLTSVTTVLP
# STK33 inh: inhibitors of purified STK33 kinase, primary screen, biochemical, ADP-Glo luminescence, homogeneous, cell-free. Serine/threonine-protein kinase 33 (Homo sapiens), Q9BYT3. MBP phosphorylation. inhibition, % at 10 µM. 320,000 tested, 0.073% active. AID 2661, 2010;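 active = inhibition at or above 25%, using the most active replicate where run in duplicate; inactive = inhibition below 25%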
# Target sequence (Q9BYT3 whole entry, looked up): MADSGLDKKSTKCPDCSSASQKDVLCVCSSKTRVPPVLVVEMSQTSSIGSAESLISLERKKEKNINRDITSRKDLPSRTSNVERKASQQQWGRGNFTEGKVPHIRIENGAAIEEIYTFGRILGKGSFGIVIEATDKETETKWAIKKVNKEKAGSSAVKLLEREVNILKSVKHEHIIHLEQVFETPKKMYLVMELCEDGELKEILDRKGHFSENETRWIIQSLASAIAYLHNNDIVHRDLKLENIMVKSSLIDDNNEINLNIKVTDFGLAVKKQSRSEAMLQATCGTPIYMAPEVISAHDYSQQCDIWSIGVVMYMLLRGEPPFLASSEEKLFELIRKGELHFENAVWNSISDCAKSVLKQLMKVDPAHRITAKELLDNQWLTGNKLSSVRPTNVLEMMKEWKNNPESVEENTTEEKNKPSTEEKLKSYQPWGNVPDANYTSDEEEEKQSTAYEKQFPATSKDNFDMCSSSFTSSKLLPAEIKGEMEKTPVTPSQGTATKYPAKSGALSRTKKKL
# OX1R antag-2: OX1R (HCRTR1) antagonists, primary screen, fluorescence, CHO/OX1R cells, Fluo-8 calcium, orexin A; Orexin/Hypocretin receptor type 1 (Homo sapiens), O43613; Fluo-8 calcium fluorescence; AID 434989, 2010; inhibition, % at 5 µM; 330,000 tested, 0.43% active;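 active = inhibition above its plate's threshold, mean inhibition of all tested compounds on the plate plus 3 SD, cut at about 37% in these data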;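 also: 0% = orexin A challenge wells and 100% = SB-334867-A antagonist wells; not every result past the cut was called active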
# Numbers without * were called inactive; / = not tested or not shown. Rows were taken by chance (roughly 2.2% active in at least one column).
OX1R antag-1	STK33 inh	OX1R antag-2	Compound
21	0.3	-5	O=C(Cn1ncc2c(=O)oc3ccccc3c21)NCCC1=CCCCC1
9	-1.3	-22	COc1ccc(-c2nc(CS(=O)CC(=O)NCCc3ccc(OC)c(OC)c3)c(C)o2)cc1 (configuration not stated)
18	-0.6	-36	Cc1ccc(Cl)cc1NC(=S)N(Cc1cccnc1)Cc1ccccc1Cl
4	-1.2	5	COc1ccc(CNC(=O)C(=O)NCc2ccncc2)cc1
10	-0.8	-23	O=C(NC(=S)Nc1ccc2oc(=O)ccc2c1)c1ccccc1F
-3	-1.4	-10	O=C(c1ccc(Cl)cc1)N(Cc1ccco1)C1CCS(=O)(=O)C1 (configuration not stated)
18	-4.6	-9	CCn1c2ccccc2c2cc(CN3CCN(S(=O)(=O)CC)CC3)ccc21
10	-3.4	-5	O=C1CC(c2ccccc2)CN1S(=O)(=O)c1ccccc1 (configuration not stated)
13	0.1	-18	COCCNC(=O)c1c(N)n(CCCn2ccnc2)c2nc3ccccc3nc12
38	-0.5	13	CSCCC(NC(N)=O)C(=O)NCc1cccc(Cl)c1 (configuration not stated)
36	-0.7	13	CCN(CC)S(=O)(=O)c1ccc(Cl)c(C(=O)Nc2ccc(Cl)cc2[N+](=O)[O-])c1
15	0.1	-13	COCCCNC(=S)NNC(=O)c1ccc(C(C)(C)C)cc1
46	-0.7	-26	O=C(O)C1C2C=CC3(CN(Cc4ccccn4)C(=O)C13)O2 (configuration not stated)
11	0.3	-19	COc1cc(C2(c3ccc(O)c(OC)c3)C(=O)N(C)c3ccc(Br)cc32)ccc1O
0	-0.4	7	O=C(COC(=O)COc1ccccc1F)NC1CC1
4	-2.7	-18	COc1ccc(CCN(C)CCN2C(=O)c3ccccc3C2=O)cc1OC
12	0.1	-10	COc1ccc(-n2c(C)nn(CCOc3ccccc3)c2=O)cc1
18	-1.2	-24	Cc1cc(NC(=O)CSCC(=O)NCc2cccc(C(F)(F)F)c2)no1
8	1.4	-18	Cc1ccc(N2CC(C(=O)NCc3nnnn3-c3ccc(C)c(C)c3)CC2=O)cc1 (configuration not stated)
8	0.3	-9	CC(C)COn1c(=S)[nH]c2ccccc2c1=O
18	-1.2	-29	CC(=O)Nc1cccc(Oc2nc(C(F)(F)F)nc3ccccc23)c1
15	-1.6	-3	COC(=O)C(NS(=O)(=O)c1ccc(N2CCCC2=O)cc1)c1ccccc1 (configuration not stated)
12	-2.9	-2	O=C1CC(c2ccc(S(=O)(=O)N3CCN(c4ccccc4)CC3)cc2)CN1 (configuration not stated)
19	-0.7	-23	Cc1ccc(NC(=O)Cn2nc(-c3ccco3)ccc2=O)cc1Cl
11	-1.1	-25	Cc1nc(C(=O)NC(C)C)nn1-c1cc(Cl)cc(Cl)c1
14	1.2	-14	CCCn1cnc2c(N)c(C)c(C)cc21
-2	-1.1	-11	CC(c1ccccc1)C1CC(=O)N(CC(=O)O)C1=O (configuration not stated)
26	1.2	-15	COc1cccc(NC(=O)CN(C)C(=O)CNC(=O)c2ccc(Oc3ccccc3)cc2)c1
5	-0.5	-9	O=C(NNc1cc(Cl)ccc1Cl)C1CCC1
10	-0.7	-15	CCC(=O)N1CCc2cc(Br)cc(S(=O)(=O)NC3CCN(Cc4ccccc4)CC3)c21

# Single records (already shown):
# `COc1ccc(CNC(=O)C(=O)NCc2ccncc2)cc1` reads OX1R antag-1: 4; STK33 inh: -1.2; OX1R antag-2: 5
# `CCN(CC)S(=O)(=O)c1ccc(Cl)c(C(=O)Nc2ccc(Cl)cc2[N+](=O)[O-])c1` reads OX1R antag-1: 36; STK33 inh: -0.7; OX1R antag-2: 13

# Sorted by SMILES length (lowest first): three of the compounds above.
OX1R antag-1	STK33 inh	OX1R antag-2	Compound
11	-1.1	-25	Cc1nc(C(=O)NC(C)C)nn1-c1cc(Cl)cc(Cl)c1
46	-0.7	-26	O=C(O)C1C2C=CC3(CN(Cc4ccccn4)C(=O)C13)O2 (configuration not stated)
18	-4.6	-9	CCn1c2ccccc2c2cc(CN3CCN(S(=O)(=O)CC)CC3)ccc21

# (next part)
OX1R antag-1	STK33 inh	OX1R antag-2	Compound
5	-0.9	-9	Cc1ccc(C(=O)NCCc2csc(C)n2)cc1
3	0.2	-1	CNC[C@H]1Oc2c(NS(=O)(=O)c3cccs3)cccc2C(=O)N([C@H](C)CO)C[C@@H]1C
3	-2.5	8	CCCCC(=O)Nc1ccc(C(=O)NNC(=S)NC(=O)c2ccccc2[N+](=O)[O-])cc1
4	-1.1	-16	CC(=O)Nc1cccc(C(=O)OCC(=O)NC(=O)c2ccccc2)c1
3	0.8	2	Nc1nc2n[nH]nc2c(=O)[nH]1
10	1.1	-16	COc1ccc(-c2csc(N(CCCN(C)C)C(=O)c3ccc(Br)cc3)n2)cc1
19	-1.1	-1	O=C(COC(=O)CSCC(=O)N1CCCCC1)Nc1ccc(Cl)cc1
14	-1.1	-28	COCCNc1oc(-c2cccs2)nc1S(=O)(=O)c1ccc(C)cc1
6	-0.2	-6	O=C(NNC1=NCCCCC1)Nc1ccc(Cl)cc1
40	0.6	-8	CC(C)(C)c1ccc(/C=C/C(=O)Nc2ncccn2)cc1
7	-1.0	-15	c1ccc(CCc2nc(-c3ccc(-n4cccc4)cc3)no2)cc1
17	-1.2	-24	O=C(NC1CCCCC1)C(c1ccc2ncccc2c1)N(Cc1ccccc1)C(=O)c1cccs1 (configuration not stated)
7	1.1	-6	Cc1ccsc1C(=O)N/N=C/c1ccc2c(c1)OCO2
9	-1.3	-11	O=C(NCc1ccccn1)C(=O)NCC(c1ccco1)N1CCN(c2ccc(F)cc2)CC1 (configuration not stated)
24	-1.2	4	CCOc1ccc(-n2c(SC(C)C(=O)OC)nc3c(c2=O)SCC3)cc1 (configuration not stated)
16	1.3	9	Cc1ccc(SCC(=O)Nc2nncs2)cc1
0	-0.9	-5	COc1cc(CNCc2ccc(C(=O)O)cc2)ccc1OCc1ccc(F)cc1
13	-0.2	6	CCc1nccn1S(=O)(=O)c1ccccc1[N+](=O)[O-]
12	-1.2	-28	Cc1cc(C)c2nc(N3CCC(C(=O)NCCCN4CCCC4=O)CC3)sc2c1
25	-0.6	-18	CCC(C)NC(=O)CSc1nnc(-c2cc(-c3cccs3)nc3ccccc23)o1 (configuration not stated)
22	-1.9	-11	COC(=O)c1cc(C#N)c(NCc2ccccc2)nc1C
22	-1.6	-22	COc1cccc2c1OCC/C2=N\NC(=O)COc1ccccc1C
16	1.8	6	Cc1cc(C(=O)Nc2nc3ccc(S(C)(=O)=O)cc3s2)c(C)o1
27	-1.5	-21	Cc1ccc(S(=O)(=O)n2nc(-c3ccc(Cl)cc3)nc2NCc2ccco2)cc1
31	0.1	6	CC/C=C/C(=O)N1CC2(CC(c3cccc(NC(=O)CCCCC)c3)=NO2)C[C@H]1C(N)=O (some centres not stated)
4	/	0	CN=C1N(C)C[C@@H]2[C@@H]3C(=O)N(Cc4ccccc4)C(=O)[C@@H]3[C@](Cc3ccccc3)(C(=O)OC)N12
-1	-0.8	21	COC(=O)[C@]1(C)N[C@H](CN(C)C(=O)c2ccccc2)[C@@H]2C(=O)N(C)C(=O)[C@@H]21
6	0.1	3	O=C1C=C(N(CCO)CCO)C2(CCCCC2)O1
7	0.4	-22	CCNc1nc(NC(C)C)nc(NS(=O)(=O)c2ccc(C)cc2)n1
10	-1.0	2	COc1cc(C2C3=C(CCCC3=O)Nc3[nH]n(-c4ccccc4)c(=O)c32)ccc1O (configuration not stated)
6	0.3	-10	Cc1cc(C)c(S(C)(=O)=O)c(S(=O)(=O)c2ccc(Cl)cc2)n1
15	-0.3	-14	O=C(CSc1nnc(-c2ccccc2)n1-c1ccccc1)c1cccs1
7	-2.5	5	C=CCNC(=S)/N=c1/ccccn1CCC
1	0.5	-2	Cc1cc(C)nc(NS(=O)(=O)c2ccc(NC(=O)COc3ccccc3F)cc2)n1
10	-1.8	-12	O=C(Nc1ccccc1F)C(=O)Nc1cccc2ccccc12
1	-0.1	-8	COc1ccc(-c2c(-c3cc(OC)cc(OC)c3)n(C)c3ccc(-c4ccc5c(c4)OCCO5)cc23)cc1
-2	-1.1	3	O=C(Nc1cc2c(cc1Br)OCCO2)c1ccc(=O)[nH]c1
28	1.2	-23	O=C(c1cccs1)N1N=C(c2ccccc2)CC1c1ccccc1 (configuration not stated)
3	-1.1	-15	CC1CN(C(=O)Cn2cc(S(=O)(=O)CC(=O)N3CCOCC3)c3ccccc32)CC(C)O1 (configuration not stated)
10	-0.5	-7	CN(C)S(=O)(=O)Nc1ccc(Br)cc1F
11	0.9	-3	COc1cc2c(O)c3c(c(-c4ccc5c(c4)OCO5)c2cc1OC)C(=O)OC3
16	0.2	-33	COc1ccccc1-c1coc2c(CN3CCC(C)CC3)c(O)ccc2c1=O
-2	0.4	-17	COc1ccc(C2=NOC(C(=O)Nc3cc(C)on3)C2)cc1OC (configuration not stated)
22	0.5	-25	CCN(Cc1ccccc1)C(c1ccccn1)c1nnnn1C1CCCCC1 (configuration not stated)
11	-1.3	-25	Cc1ccc(S(=O)(=O)N2CCOCC2)cc1C(=O)OCC(=O)NCc1ccccc1
13	-0.8	-26	O=C(CCCCCn1c(=S)[nH]c2cc3c(cc2c1=O)OCO3)N1CCN(c2ccc(F)cc2)CC1
9	-0.2	-19	COC(C[C@H]1O[C@@H]1C(=O)COCc1ccccc1)OC
12	-0.5	0	Cc1ccc2c(c1)C(=O)C(=O)N2CC(=O)OC(C)C
-5	-0.3	-18	CCOC(=O)Cn1ccc(NC(=O)c2ccc(F)cc2)n1
20	0.5	1	Cc1cnc(C(=O)Oc2ccc(-c3ccccc3)cc2)cn1
-6	0.4	-17	O=C(c1ccc(S(=O)(=O)N2CCOCC2)cc1)N1CCN(c2ccccn2)CC1
18	-0.8	12	CN(C(=O)c1ccc2c(c1)OCO2)C1CCS(=O)(=O)C1 (configuration not stated)
3	-0.5	-17	CCCC(=O)Oc1ccc(N(C(=O)CCC)S(=O)(=O)c2cccc([N+](=O)[O-])c2)cc1
19	-3.1	-15	O=C(C1CC(=O)N(c2ccc3c(c2)OCCO3)C1)N1CCN(c2ccccc2O)CC1 (configuration not stated)
11	1.2	-16	COc1cc(C(=O)NC(=S)Nc2ccc([N+](=O)[O-])cc2)cc(OC)c1OC
8	-2.9	-8	C=CCCC(=O)N1CCC(CCC(=O)NC2CC2)CC1
12	-0.8	6	O=C(N/N=C/c1c[nH]c2ccc(Br)cc12)c1ccncc1
8	-0.7	-35	CCOc1cc(C(=O)NCCN2C(=O)S/C(=C\c3cccnc3)C2=O)cc(OCC)c1OCC
7	-1.2	-21	CC(C)CN(C(=O)COC(=O)c1ccc(Cl)nc1)c1c(N)n(Cc2ccccc2)c(=O)[nH]c1=O
-3	-1.4	7	COc1ccc(OCC(=O)NC(=S)Nc2ccc3c4c(cccc24)CC3)cc1

# Additional compounds follow.
OX1R antag-1	STK33 inh	OX1R antag-2	Compound
10	-1.7	-14	N=Nc1c(O)n(CC(=O)Nc2ccccc2)c2ccccc12
24	-1.1	-7	COc1ccc(C)cc1NC(=O)CSc1nnnn1Cc1ccccc1
16	2.0	0	COc1ccc(Nc2c(C)cccc2C)cc1
15	-2.8	-1	c1cnc(NC2CCCCCC2)nc1
29	2.0	1	COc1cc2nc(-c3ccc(Br)o3)oc(=O)c2cc1OC
17	-1.4	-13	CC1(C)CC(NC(=O)CCc2ccccc2)CC(C)(C)N1
33	-1.3	-19	COC(=O)C1C(O)=C(C=Nc2ccc(N)cc2)C(=O)CC1(C)C (configuration not stated)
44	-0.3	-12	C/C(CC(=O)NC1CCCC1)=N\NC(=O)c1ccc([N+](=O)[O-])c(Cl)c1
15	2.8	4	O=C1Nc2ccccc2/C1=C\C(=O)c1ccccc1
3	-0.6	-10	CCCC1=C(C(=O)OCC)C(c2cccs2)n2ncnc2N1 (configuration not stated)
4	-2.6	-22	C=CCn1c(SCn2nnc3ccccc3c2=O)nnc1-c1ccc(Br)cc1
8	-0.2	-9	Cc1ccc(NC(=O)CN2C(=O)NC(C)(c3ccc(Cl)cc3)C2=O)cc1 (configuration not stated)
-10	-1.3	8	O=C(Nc1cccc(-c2nc3ccccc3[nH]2)c1)c1ccc(C(=O)Nc2cccc(-c3nc4ccccc4[nH]3)c2)cc1
4	-1.3	-24	O=C(CN1CCN(c2ccccc2)CC1)N1N=CCC1c1ccccc1 (configuration not stated)
8	-0.3	-6	COCC1CCCCN1Cc1cn[nH]c1-c1ccc(OC)cc1OC (configuration not stated)
12	-2.4	-17	CCCCCn1c(SCCCC)nc2c1c(=O)[nH]c(=O)n2C
37	1.5	-27	COC(=O)[C@]1(CC(C)C)N[C@H](c2ccc(-c3cccc(Cl)c3)cc2)[C@@H]2C(=O)N(C)C(=O)[C@@H]21
4	0.8	-50	CCCCNC(=S)N(C)/N=C/c1ccc(F)cc1
1	-1.0	-18	COc1c(C)cccc1C(=O)Nc1ccc(CN2CCOCC2)cc1
1	0.8	8	Cc1ccc(/C=N/N2CCN(Cc3ccccc3)CC2)s1

# 3 entries from above in a different format.
c1cnc(NC2CCCCCC2)nc1
  OX1R antag-1 = 15
  STK33 inh = -2.8
  OX1R antag-2 = -1

COC(=O)[C@]1(CC(C)C)N[C@H](c2ccc(-c3cccc(Cl)c3)cc2)[C@@H]2C(=O)N(C)C(=O)[C@@H]21
  OX1R antag-1 = 37
  STK33 inh = 1.5
  OX1R antag-2 = -27

O=C(Nc1cccc(-c2nc3ccccc3[nH]2)c1)c1ccc(C(=O)Nc2cccc(-c3nc4ccccc4[nH]3)c2)cc1
  OX1R antag-1 = -10
  STK33 inh = -1.3
  OX1R antag-2 = 8
